Assay outcomes (PubChem)
Vc quorum ag = inducers of Vibrio cholerae quorum light production without autoinducers, primary screen, BH1578 luxS cqsA deficient, single point; 350,000 compounds, 0.16% hits; V. cholerae BH1578 lux reporter, luminescence, 6 h; activation, % at 18.7 µM; in the data active = activation mostly above about 9.7%, no sharp cut-off; also: not every result past the cut was called active; inactives centre near 0; reference of the scale not given here
Mtb UGM inh = M. tuberculosis UGM enzyme inhibitors, primary screen, biochemical, fluorescence polarization, single point; UDP-galactopyranose mutase (Mycobacterium tuberculosis (strain ATCC 25618 / H37Rv)), …; purified UGM, fluorescence polarization probe displacement; inhibition, % at 10 µM; 320,000 compounds, 0.06% hits; AID 504406, 2011; in the data active = inhibition above about 10%, passing the limit was not always enough
TcdB inh = TcdB glycohydrolase inhibitors, primary screen, biochemical, single point, plate reader | Toxin B (Clostridioides difficile), P18177 | TcdB glycohydrolase enzymatic assay | inhibition, % at 9.99 µM | 350,000 compounds, 0.24% hits; in the data active = inhibition above about 10%
Target sequence (P18177 whole entry, looked up): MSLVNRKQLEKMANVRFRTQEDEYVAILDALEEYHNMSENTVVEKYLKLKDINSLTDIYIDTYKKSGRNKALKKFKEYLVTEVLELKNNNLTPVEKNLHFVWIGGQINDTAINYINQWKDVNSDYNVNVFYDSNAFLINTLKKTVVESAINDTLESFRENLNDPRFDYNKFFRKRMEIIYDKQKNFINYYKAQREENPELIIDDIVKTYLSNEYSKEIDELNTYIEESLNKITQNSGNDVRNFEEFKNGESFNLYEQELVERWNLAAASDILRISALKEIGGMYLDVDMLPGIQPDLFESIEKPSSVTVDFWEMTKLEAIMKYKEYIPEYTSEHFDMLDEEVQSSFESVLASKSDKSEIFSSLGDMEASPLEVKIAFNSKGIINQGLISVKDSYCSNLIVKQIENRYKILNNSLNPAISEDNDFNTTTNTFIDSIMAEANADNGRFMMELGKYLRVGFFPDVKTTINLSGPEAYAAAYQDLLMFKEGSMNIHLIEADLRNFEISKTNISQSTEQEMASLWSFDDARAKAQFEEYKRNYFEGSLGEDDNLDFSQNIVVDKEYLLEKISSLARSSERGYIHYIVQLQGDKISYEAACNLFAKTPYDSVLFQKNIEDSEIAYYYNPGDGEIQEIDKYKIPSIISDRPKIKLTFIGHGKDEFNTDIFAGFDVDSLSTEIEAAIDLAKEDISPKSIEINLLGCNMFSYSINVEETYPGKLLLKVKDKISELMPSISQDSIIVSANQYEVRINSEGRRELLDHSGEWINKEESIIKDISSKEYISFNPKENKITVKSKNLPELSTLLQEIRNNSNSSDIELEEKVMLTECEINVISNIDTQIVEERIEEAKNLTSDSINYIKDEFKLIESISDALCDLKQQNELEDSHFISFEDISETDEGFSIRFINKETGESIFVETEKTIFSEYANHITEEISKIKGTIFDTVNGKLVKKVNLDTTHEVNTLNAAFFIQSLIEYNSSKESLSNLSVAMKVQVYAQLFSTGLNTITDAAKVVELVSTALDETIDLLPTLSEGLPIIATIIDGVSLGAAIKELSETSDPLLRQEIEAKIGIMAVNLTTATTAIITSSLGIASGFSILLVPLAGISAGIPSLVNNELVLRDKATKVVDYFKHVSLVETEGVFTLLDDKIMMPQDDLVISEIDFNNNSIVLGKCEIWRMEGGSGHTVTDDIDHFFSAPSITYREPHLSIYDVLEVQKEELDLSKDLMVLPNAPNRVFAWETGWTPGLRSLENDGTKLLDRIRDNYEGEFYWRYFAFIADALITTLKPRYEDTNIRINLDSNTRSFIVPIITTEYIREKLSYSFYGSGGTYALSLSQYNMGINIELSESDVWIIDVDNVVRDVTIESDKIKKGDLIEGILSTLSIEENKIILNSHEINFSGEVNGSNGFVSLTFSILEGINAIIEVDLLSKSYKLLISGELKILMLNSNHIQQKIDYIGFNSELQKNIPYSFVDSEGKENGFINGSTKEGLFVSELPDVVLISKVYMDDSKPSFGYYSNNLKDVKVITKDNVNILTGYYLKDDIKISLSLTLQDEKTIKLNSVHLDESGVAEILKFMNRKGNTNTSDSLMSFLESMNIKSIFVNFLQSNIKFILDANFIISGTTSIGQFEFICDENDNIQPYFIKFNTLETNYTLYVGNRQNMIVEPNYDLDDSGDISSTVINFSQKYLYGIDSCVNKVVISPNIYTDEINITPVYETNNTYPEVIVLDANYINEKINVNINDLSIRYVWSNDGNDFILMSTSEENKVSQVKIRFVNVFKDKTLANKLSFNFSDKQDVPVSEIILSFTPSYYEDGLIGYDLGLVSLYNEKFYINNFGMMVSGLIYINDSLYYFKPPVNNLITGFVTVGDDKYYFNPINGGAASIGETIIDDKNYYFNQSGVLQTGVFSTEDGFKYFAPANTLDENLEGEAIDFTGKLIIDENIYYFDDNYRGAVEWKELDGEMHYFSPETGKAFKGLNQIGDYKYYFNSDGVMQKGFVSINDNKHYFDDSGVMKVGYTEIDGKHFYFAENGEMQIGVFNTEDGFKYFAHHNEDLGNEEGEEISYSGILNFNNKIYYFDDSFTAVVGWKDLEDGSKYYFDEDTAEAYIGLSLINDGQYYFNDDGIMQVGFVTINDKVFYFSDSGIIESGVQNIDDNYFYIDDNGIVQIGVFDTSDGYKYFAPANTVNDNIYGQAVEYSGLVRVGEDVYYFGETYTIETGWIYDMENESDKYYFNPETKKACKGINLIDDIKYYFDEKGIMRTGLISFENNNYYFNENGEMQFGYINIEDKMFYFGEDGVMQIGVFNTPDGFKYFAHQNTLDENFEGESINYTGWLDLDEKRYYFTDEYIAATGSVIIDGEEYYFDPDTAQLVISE
GDH-TPI counter = GDH-TPI coupling enzyme inhibitors, primary screen, artefact control for M. tuberculosis FBA inhibitor project, biochemical, absorbance, full deck; GDH-TPI coupled enzyme counterscreen, NADH absorbance; inhibition, % at 4.8 µM; 360,000 compounds, 1.2% hits; in the data active = inhibition above about 30%;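 also: 0% = DMSO wells and 100% = wells lacking the enzyme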
FadD28 FP inh = inhibitors of FadD28 bisubstrate probe binding, primary screen, biochemical, fluorescence polarization, single point | inhibition, % at 12.5 µM | 360,000 compounds, 0.22% hits | AID 588549, 2011; in the data active = inhibition above about 8.5%, passing the limit was not always enough
Mtb FBA inh = Mtb FBA enzyme inhibitors, primary screen, biochemical, fluorescence, strain H37Rv; Fructose-bisphosphate aldolase (Mycobacterium tuberculosis (strain ATCC 25618 / H37Rv)), …; inhibition, % at 1 µM; AID 588726, 2011; purified M. tuberculosis FBA, fluorescence read-out; 360,000 compounds, 2.3% hits; in the data active = inhibition above about 27%;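 also: 0% = vehicle and 100% = reference inhibitor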
BioA inh = M. tuberculosis BioA enzyme inhibitors, primary screen, biochemical, plate reader, single point, HTS; 7,8-diaminopelargonic acid synthase BioA (Mycobacterium tuberculosis); purified M. tuberculosis BioA enzyme; inhibition, % at 9.99 µM; 360,000 compounds, 0.096% hits; AID 602481, 2012; in the data active = inhibition above about 40%
PfHsp40 yeast = rescue of yeast from PfHsp40 toxicity, primary screen, S. cerevisiae, ATP luminescence; S. cerevisiae expressing PfHsp40, growth rescue; growth rescue, % at 12.5 µM; 340,000 compounds, 0.68% hits; in the data active = growth rescue above about 28%, passing the limit was not always enough;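 also: yeast W303a lacking pdr1 and pdr3 grown in galactose medium; growth measured after three days at 30 °C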
Yp Topo-I inh = Yersinia pestis topoisomerase I inhibitors, primary screen, biochemical, cleavage product accumulation, plate reader, single point; Y. pestis Topo-I cleavage product accumulation; 360,000 compounds, 0.064% hits; activity, % at 10 µM; in the data active = activity above about 50%, passing the limit was not always enough; also: inactives centre near 2
The depositor's hits bear a star; i = inactive; . = not tested or not shown; & = joins results of further samples.

SMILES	Vc quorum ag	Mtb UGM inh	TcdB inh	GDH-TPI counter	FadD28 FP inh	Mtb FBA inh	BioA inh	PfHsp40 yeast	Yp Topo-I inh
CC(=O)Nc1ccc(-c2ccnc3c2CC(C)(C(=O)Nc2cccc(Oc4ccccc4)c2)O3)cc1 (configuration not stated)	1.2	.	0.2	8	-1.3	5	-0.2	.	-3
CCN(C[C@H]1N[C@@](Cc2ccccc2)(C(=O)OC)[C@H]2C(=O)N(Cc3ccccc3)C(=O)[C@@H]12)C(=O)COC	-1.1	.	-0.1	7	-0.8	1	-0.6	-0.5	5
Oc1ccc(N=Nc2n[nH]c(-c3ccc(Br)cc3)n2)cc1	0.4	-0.2	0.6	1	-0.8	-13	0.2	-0.2	-6
CCOC(=O)N1CCC(=NNC(N)=O)C1	i	.	-2.3	7	1.0	-1	-1.1	.	-1
CCC1Nc2ncnc(N3CCN(c4ccccc4)CC3)c2N(Cc2ccc(Br)cc2)C1=O (configuration not stated)	1.1	-0.3	0.6	12	-4.6	-1	-1.8	2.0	8
N#Cc1cc(N2CCOCC2)nc2ccccc12	-0.3	-0.1	5.4	12	-2.4	6	0.8	-0.1	-2
CCN(C(=O)CN1CCN(c2ccccc2F)CC1)c1c(N)n(Cc2ccccc2)c(=O)[nH]c1=O	-0.3	3.6	0.0	4	-0.5	2	.	-0.7	1
CNC(=O)CCc1[nH]c2ccccc2c1Sc1ccccc1	-0.3	-1.9	-2.2	4	0.2	0	.	-0.3	-3
Cc1ccc(CN(C)C(=O)CCc2nc3sc4c(c3c(=O)[nH]2)CCCC4)o1	-0.5	-0.8	1.2	5	-2.3	2	-0.9	1.1	9
Cn1c(-c2ccc3nc(N)sc3c2)nc2cc(N)ccc21	0.1	1.4	.	30	0.9	20	2.8	-0.1	7
COc1cccc(OCC(=O)NCCS(=O)(=O)N2CCN(c3ccccc3)CC2)c1	-0.1	.	-0.9	-1	-3.1	-2	-1.5	.	25
COCC(=O)Nc1nnc(-c2ccc(C(C)(C)C)cc2)s1	-0.3	4.9	0.1	10	-1.6	4	-0.3	-0.9	8
O=c1c2ccccc2c2ccccc2c(=O)n1CC1CCCO1 (configuration not stated)	-0.9	4.7	.	7	-4.1	0	-0.8	-0.7	8
COC(=O)c1cc(=O)nc2sc3cc(OC)ccc3n12	i	-2.5	.	8	-2.7	1	.	0.2	-5
O=C(CN1CCc2ccccc21)NCc1ccccc1Cl	-0.3	2.6	.	-3	-1.4	0	.	1.4	4
N#CCCN1CCN(S(=O)(=O)c2ccc(C3CCCCC3)cc2)CC1	-0.6	-0.7	1.5	3	-2.1	-1	-1.6	0.1	25
COc1ccccc1C(=O)N(Cc1cccs1)C1CCS(=O)(=O)C1 (configuration not stated)	i	0.1	.	3	-0.1	-3	-1.6	-0.1	9
Cc1cc(NC(=O)c2ccc([N+](=O)[O-])cc2)n(C)n1	-0.8	-1.4	0.9	-6	-3.0	-2	-0.6	17	2
C/C(CC(=O)Nc1ccc(Cl)c(Cl)c1)=N\NC(N)=S	i	4.0	.	-3	-12	-3	1.6	-0.6	-3
CC(C)N(C)CCOC(=O)C1COc2ccccc2O1 (configuration not stated)	-0.3	0.7	-3.0	1	-0.3	-1	.	-1.0	7
CC(C)[C@H](CN(N=O)[C@@H](Cc1ccccc1)CN(C)N=O)N(CCc1ccccc1)N=O	-0.3	-0.4	0.5	9	-4.1	-1	-1.9	1.2	33
CCOC(=O)[C@H]1[C@H]2COc3ccc(Br)cc3[C@@H]2N2C(=O)c3cc(OC)c(OC)cc3NC(=O)[C@@]12C	i	3.0	1.8	5	-4.2	2	-2.6	1.2	25
Cc1ccc(S(=O)(=O)[N-]c2nc3ccccc3nc2-n2cc[n+](CCC(C)C)c2)cc1	i	-2.4	.	8	-1.4	16	0.4	-0.2	24
CCOC(=O)c1ccc(NC(=O)C2C3CCCCC32)cc1 (configuration not stated)	-1.0	-2.2	1.0	1	-0.5	0	-1.8	5.4	7

6 successive compounds already listed:
SMILES	Vc quorum ag	Mtb UGM inh	TcdB inh	GDH-TPI counter	FadD28 FP inh	Mtb FBA inh	BioA inh	PfHsp40 yeast	Yp Topo-I inh
Cc1cc(NC(=O)c2ccc([N+](=O)[O-])cc2)n(C)n1	-0.8	-1.4	0.9	-6	-3.0	-2	-0.6	17	2
C/C(CC(=O)Nc1ccc(Cl)c(Cl)c1)=N\NC(N)=S	i	4.0	.	-3	-12	-3	1.6	-0.6	-3
CC(C)N(C)CCOC(=O)C1COc2ccccc2O1 (configuration not stated)	-0.3	0.7	-3.0	1	-0.3	-1	.	-1.0	7
CC(C)[C@H](CN(N=O)[C@@H](Cc1ccccc1)CN(C)N=O)N(CCc1ccccc1)N=O	-0.3	-0.4	0.5	9	-4.1	-1	-1.9	1.2	33
CCOC(=O)[C@H]1[C@H]2COc3ccc(Br)cc3[C@@H]2N2C(=O)c3cc(OC)c(OC)cc3NC(=O)[C@@]12C	i	3.0	1.8	5	-4.2	2	-2.6	1.2	25
Cc1ccc(S(=O)(=O)[N-]c2nc3ccccc3nc2-n2cc[n+](CCC(C)C)c2)cc1	i	-2.4	.	8	-1.4	16	0.4	-0.2	24

Further records:
SMILES	Vc quorum ag	Mtb UGM inh	TcdB inh	GDH-TPI counter	FadD28 FP inh	Mtb FBA inh	BioA inh	PfHsp40 yeast	Yp Topo-I inh
CCO[C@H]1OC(C(=O)O)=C[C@@H](C(C)(C)C)[C@@H]1CCCO	-2.9	3.3	1.7	3	-2.4	1	-0.8	-1.1	2
COc1ccc(N2CCCC2)c(NC(=O)COc2ccccc2)c1	-0.2	0.6	0.7	-2	0.3	0	7.0	-0.7	25
COc1ccc(OC)c(S(=O)(=O)N2CCC(C(=O)N(C)Cc3ccccc3)CC2)c1	-0.3	-0.3	1.1	-2	0.1	0	-0.2	0.7	21
C=C(C)C(=O)N1CC2(CC(c3cccc(NC(=O)CC(c4ccccc4)c4ccccc4)c3)=NO2)C[C@H]1C(N)=O (some centres not stated)	i	0.5	1.5	10	-0.8	1	-0.8	-0.1	-3
CCC(=O)Oc1ccc(C(CC)C(CC)c2ccc(OC(=O)CC)cc2)cc1 (configuration not stated)	1.2	.	0.0	-1	1.3	2	-0.9	-0.9	8
CC1CN(C(=S)SCCN2C(=O)CCC2=O)CC(C)O1 (configuration not stated)	-1.8	4.0	1.9	-3	-0.5	0	.	-0.8	13
COc1ccc(/C=C(\NC(=O)c2ccccc2)C(=O)NCc2cccnc2)cc1	-0.4	0.5	-2.3	-1	0.9	0	.	-1.2	-7
COc1ccc(NC(=O)C2(C)Cc3c(-c4cccc(NC(C)=O)c4)ccnc3O2)cc1 (configuration not stated)	-0.6	.	-8.7	9	-2.5	5	6.1	.	3
CC(C)[C@H](NC(=O)c1ccccc1)C(=O)OCc1nc2scc(-c3ccccc3)c2c(=O)[nH]1	0.6	2.1	.	8	-4.3	-2	-0.3	0.5	9
COc1cc(C(CC(=O)N2CCCC2)c2c(OC)cc(OC)c3ccc(=O)oc23)cc(OC)c1OC (configuration not stated)	0.6	-2.5	1.2	13	-0.5	3	-6.7	-0.7	9
CCCSc1nnc2n(-c3ccccc3OC)c(=O)c3c4c(sc3n12)CCC4	i	2.9	.	-6	-1.5	-1	8.7	-0.2	8
C=CCOC(=O)COc1ccc2c3c(c(=O)oc2c1)CCCC3	-5.6	.	-0.6	15	-0.1	40*	1.7	.	7
Cc1nc2ccccc2c(=O)n1-c1ccccc1C(F)(F)F	-7.1	1.6	1.6	4	-7.2	6	2.2	-2.2	-7
Cc1cc(C)cc(NC(=O)C2CCCN2C(=O)NC2CCCCC2)c1 (configuration not stated)	-0.3	-0.7	-0.3	0	-0.5	1	.	0.0	-1
COc1ccccc1N1CCN(CCCCOc2ccc(F)cc2)CC1	i	2.6	.	-1	0.7	-5	1.1	0.9	10
CCOC(=O)C1=C(C)OC(N)=C(C#N)C1c1cccs1 (configuration not stated)	-0.2	4.4	0.7	3	-4.2	-1	.	-0.2	1
Cc1nnc(SCC(=O)N2CCCC(C(=O)c3ccc(Cl)cc3)C2)o1 (configuration not stated)	8.3	-3.4	.	-4	-4.8	-1	2.0	-0.5	7
COc1ccc(OC)c(NC(=O)CC(Cc2ccccc2OC)C(=O)O)c1 (configuration not stated)	-0.3	-1.3	.	-10	-2.8	-4	-0.9	1.6	11
Nc1cc(N)cc(C(=O)Nc2ccc3c(c2)C(=O)NC3=O)c1	-0.5	4.1	2.1	15	-0.9	2	-2.4	0.8	-28
COc1ccc2oc(=O)c(C(=O)N3c4ccccc4CC3C)cc2c1 (configuration not stated)	i	0.7	4.3	4	-3.9	-1	0.0	-0.3	6
O=C(Cc1ccc(N2CCNC2=O)cc1)N1CCCC(Nc2ccc(F)c(F)c2)C1 (configuration not stated)	-0.2	3.6	0.6	2	-0.1	4	5.1	-0.3	11
Cc1csc2nc(O)c(C(=O)NC3CCCCCC3)c(=O)n12	i	1.4	0.6	5	-2.0	3	0.0	-0.6	14
CCN(Cc1ccccc1)S(=O)(=O)CCNC(=O)c1ccc(OC)cc1	-0.3	6.6	1.1	8	-6.6	-1	-0.6	-0.4	7
CNS(=O)(=O)c1cccc(C(=O)OCC(=O)N2CC(C)OC(C)C2)c1 (configuration not stated)	-0.2	2.2	0.1	2	-3.6	0	-0.7	0.8	3
N#CN=C1SCCS1	-3.0	-0.5	.	2	-1.2	3	-1.0	-1.7	-5
O=C(c1cc2ccccc2[nH]1)N1CCOCC1	0.3	.	.	7	-3.7	0	.	-0.4	-2
CCC12CN(C(=O)c3ccc(OC)cc3)CC(CC)(CN(C(=O)c3ccc(OC)cc3)C1)C2=O	.	0.4	.	-2	-1.8	-2	-1.0	-0.7	-1
CCOc1ccc(NC(=O)CN(C)Cc2ccc3c(c2)OCO3)cc1S(=O)(=O)N1CCCC1	i	1.3	-0.7	0	-3.2	-2	-5.3	0.0	28
Cc1ccc(OC(C)C(=O)Nc2cccc(S(=O)(=O)N3CCCCCC3)c2)cc1 (configuration not stated)	-5.6	.	-0.6	0	-1.2	-2	-0.4	.	29
Cc1ccc(NC(=O)CN(C)C(=O)CSc2nnc(N)s2)cc1	-0.7	1.9	1.4	8	-1.2	-1	-4.8	0.0	1
COc1ccc(S(=O)(=O)N(C)C[C@H]2Oc3ccc(NS(=O)(=O)c4cccs4)cc3C(=O)N([C@H](C)CO)C[C@@H]2C)cc1	1.0	.	1.7&0.9	-3	2.8	2	-0.6&0.5	-0.7	7
COC(=O)c1ccccc1SC1CC(=O)N(c2cccc(C)c2)C1=O (configuration not stated)	i	-1.4	0.2	12	-3.5	-5	.	-0.6	-2
COCCN(CC1CCCN(C2Cc3ccccc3C2)C1)C(=O)c1cccs1 (configuration not stated)	-0.3	1.6	0.4	5	-2.3	-1	-1.0	1.6	10
COc1cccc(CN2CC(C(=O)NCCn3ccc(C)n3)CCC2=O)c1 (configuration not stated)	0.3	-2.1	-0.2	-3	0.6	1	2.7	-0.2	-1
FC(F)(F)c1ccccc1/C=N/Nc1ccccn1	i	-3.9	0.5	18	-0.2	4	.	-1.3	6
Cc1ccc(S(=O)(=O)NCc2ccc(C(=O)NC3CC3)cc2)cc1	-0.2	-1.8	0.3	-5	-3.0	2	-1.4	-0.1	-6
OCc1cn(-c2ccccc2)nc1-c1ccc(Br)cc1	-0.3	1.2	0.9	5	-1.0	-1	0.8	19	1
CCOC(=O)C1(CCOc2ccccc2)CCN(Cc2ccc(C)s2)CC1	-0.2	1.0	2.1	1	0.9	2	-1.7	0.1	31
CCc1ccc(-c2nn(-c3cc(Cl)ccc3[N+](=O)[O-])c(=O)c3ccccc23)cc1	-0.3	.	.	3	-0.2	0	-3.1	0.4	3
COc1ccc(OC)c(-c2c(C#N)c(N)nc3c2c(=O)nc2sccn23)c1	i	-0.5	-1.1	25	-2.9	1	.	-0.9	6
